# Screening data as filed in PubChem BioAssay.
# Pf growth 96h – P. falciparum growth inhibition at 96 hours. P. falciparum luciferase reporter growth, 96 h. AID 504834. Potency, µM (highest dose often 28.7 µM), inactives show at the highest dose activity change, negative = inhibition, hits mostly inhibitors. actives 6.9% (n = 320,000); note: potency is the fitted concentration of half-maximal effect; % is set by controls: 0 for no effect and ±100 for the full control effect
#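 P. falciparum expressing integrated firefly luciferase, in erythrocytes at 2% hematocrit, 0.05% parasitemia, incubated with compounds 96 h at 37 C, 5% CO2. Growth inhibition read as loss of luminescence; two-generation exposure targets delayed-death apicoplast inhibitors.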
# TbPYK inhibitor – blocks Trypanosoma brucei pyruvate kinase; TbPYK enzyme, Kinase-Glo Plus ATP luminescence, 45 min; Potency, µM (titrated, usually from 76.8 µM), inactives show at the top dose activity, negative = inhibition, actives largely listed as inhibitors; actives 0.12% (n = 410,000); AID 624173; note: potency is the fitted concentration of half-maximal effect; % is set by controls: 0 for no effect and ±100 for the full control effect; nearly all actives have a fitted effect of over 50% in size
#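 ADP (130 uM final) triggers the TbPYK reaction after compound addition; incubation is 45 min at room temperature. Kinase-Glo Plus is then added and luminescence imaged. Normalized data are fitted to concentration-effect curves.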
# AMA1 RON2 block – disrupts binding of P. falciparum AMA1 to RON2 | AlphaScreen AMA1-biotinylated RON2 peptide binding | AID 720542 | Potency, µM (doses to about 58.2 µM), inactives show at the top dose activity change, negative = inhibition, hits mostly inhibitors | actives 0.2% (n = 360,000);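 note: potency is the fitted concentration of half-maximal effect; 0% = vehicle wells and -100% = peptide control; nearly all actives have a fitted effect of over 45% in size; some results filed as inactive show a strong effect at the top dose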
#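 AMA1 (3D7) with his tag at 25 nM final met compounds first, then biotinylated RON2 peptide at 25 nM; detection used donor plus acceptor beads, 10 µg/mL apiece, read by AlphaScreen after 30 min at room temperature.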
# LmPK inhibitor – LmPK (Leishmania mexicana) enzyme inhibition; Potency, µM (top dose mostly 57.5 µM), without a hit: top-dose activity change, negative = inhibition, actives largely listed as inhibitors; purified LmPK, Kinase-Glo ATP luminescence, 1 h; actives 0.37% (n = 290,000); note: potency is the fitted concentration of half-maximal effect; % is set by controls: 0 for no effect and ±100 for the full control effect
# Target sequence (Q27686 whole entry, looked up): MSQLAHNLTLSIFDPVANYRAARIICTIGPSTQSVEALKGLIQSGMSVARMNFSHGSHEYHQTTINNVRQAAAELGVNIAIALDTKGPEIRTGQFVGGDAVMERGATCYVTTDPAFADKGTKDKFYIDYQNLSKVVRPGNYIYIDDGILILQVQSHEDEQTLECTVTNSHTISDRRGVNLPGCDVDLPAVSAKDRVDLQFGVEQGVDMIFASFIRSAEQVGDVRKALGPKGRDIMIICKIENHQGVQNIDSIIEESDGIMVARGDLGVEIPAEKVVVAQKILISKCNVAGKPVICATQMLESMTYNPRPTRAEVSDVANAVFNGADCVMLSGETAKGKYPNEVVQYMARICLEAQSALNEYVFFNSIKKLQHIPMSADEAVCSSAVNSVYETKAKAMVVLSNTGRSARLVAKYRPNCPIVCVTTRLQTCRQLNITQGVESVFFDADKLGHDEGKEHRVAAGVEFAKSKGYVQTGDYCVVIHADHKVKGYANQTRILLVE
#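 Purified LmPK (0.1 nM) with 0.5 mM PEP and 0.1 mM ADP in imidazole buffer pH 7.2 with MgCl2/KCl, 1 h at room temperature. ATP formed was read by luciferase luminescence and normalized to no-enzyme and uninhibited controls.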
# Cycloheximide cs – counter-screen for Shiga toxin inhibitors: cycloheximide protein synthesis inhibition; cell reporter, cycloheximide protein synthesis inhibition counterscreen; max response, %; actives 12% (n = 300,000); AID 2314; in the data active = max response mostly above about 13%, no sharp cut-off; inactive = mostly below about 14%; note: read at 38.3 µM for the half of the compounds with a filed dose; 0% is about no effect
# Pf growth 48h – P. falciparum growth inhibition at 48 hours (one generation); actives 5.9% (n = 310,000); P. falciparum luciferase growth in erythrocytes, 48 h; AID 504832; Potency, µM (titrated, usually from 28.7 µM), without a hit: top-dose activity change, negative = inhibition, usual class: inhibitors; note: potency is the fitted concentration of half-maximal effect; % is set by controls: 0 for no effect and ±100 for the full control effect
#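 Cell-based growth assay: transgenic P. falciparum expressing firefly luciferase, cultured in red cells within RPMI 1640 containing 0.5% w/v Albumax, 24 mM bicarbonate and gentamycin. A drop in luciferase activity indicates inhibition.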
# Shiga toxin inh – inhibitors of Shiga toxin in Vero cells | Vero cells, Shiga toxin protein synthesis inhibition reporter | inhibition, % at 38.7 µM | actives 9.2% (n = 290,000); in the data active = inhibition mostly above about 28%, no sharp cut-off; inactive = mostly below about 43%; note: 0% is about no effect
# Numbers without * were called inactive; ? = inconclusive; nt = not tested or not shown; & = joins results of further samples; [ ] = dose if it differs, or a comment. Unless noted, calls come from the whole dose curve; as a rule, active = well fitted curve in the direction sought with a large enough effect; inconclusive = small, poorly fitted or top-dose-only effect, or another doubt; inactive = no such curve, though single readings can be large; an effect the other way counts as inactive or inconclusive.
SMILES,Pf growth 96h,TbPYK inhibitor,AMA1 RON2 block,LmPK inhibitor,Cycloheximide cs,Pf growth 48h,Shiga toxin inh
Clc1cc(Br)ccc1OCCOCCOc1cccc2cccnc12,3%,-1%,6%,1%,-2,9%,-20
O=c1[nH]c(=O)n(Cc2ccccc2)c(O)c1C=NCCN1CCOCC1,nt,-8%,59%[activator],6%,-2,-2%,-12
O=C(OC1Cn2c(=O)ccc(=O)n2C1)c1ccc([N+](=O)[O-])cc1,9%,-9%,-8%,-2%,-3,6%,-2
COc1ccc(C(=O)N2CCC(C(=O)NC3CC3)CC2)cc1,20%,-3%,9%,-4%,-6,22%,9
O=C(COc1ccc(Br)cc1Br)NC(=O)NC1CCCC1,130%[activator],-8%,5%,1%,59*,127%[activator],142*
CN(C)CCOc1ccccc1-c1ccccc1,45%[activator],-10%,-17%,0%,-1,10%,-12
Nc1nncn1C(=O)CCCOc1ccc(Cl)cc1Cl,?,-13%,-5%,-2%,2,13%,8
Cc1ccc(NCC(=O)N/N=C/c2cccc(Oc3ccccc3)c2)cc1,?,1%,?,-3%,13,-11%,17
Cc1ccccc1CNc1nnnn1C,9%,0%,8%,4%,-9,5%,-2
O=[N+]([O-])c1cccc(S(=O)(=O)Nc2cccc(-c3ccc(N4CCOCC4)nn3)c2)c1,?,0%,-7%,nt,nt,?,nt
CCN(CC)S(=O)(=O)c1ccc(NS(=O)(=O)c2ccc(F)cc2)cc1,-13%,2%,0%,-1%,13,nt,9
O=c1cc(-c2ccccc2Cl)oc2cc(O)cc(O)c12,59%[activator],3%,-1%,1%,46*,105%[activator],94*
O=C(CSc1nnc(Cn2nnc3ccccc32)o1)N(Cc1ccc(F)cc1)c1ccccc1,-29%,-10%,10%,3%,-3,?,-22
Cc1nn(-c2ccc(Cl)c(Cl)c2)c(=O)c2ccccc12,nt,-4%,-6%,-4%,-5,94%[activator],12
CCOc1ccccc1NC(=O)Nc1cc(S(=O)(=O)N(C)C)ccc1C,13%,2%,-7%,0%,-1,30%,1
c1ccc(-c2nnc(-c3ccccc3)nn2)cc1,?,?,-24%,?,51*,?,91*
CN(C)N1C(N)=C(C#N)C(c2ccc(Br)cc2)C2=C1CCCC2=O (centres undefined),2.9µM*,5%,56%[activator],-1%,11,?,-14
C[C@@H]1CC[C@]2(O[C@@H](CCO)C[C@H](O)[C@H]2O)O1,-10%,4%,-13%,-2%,-3,16%,-13
CCN(CC)S(=O)(=O)c1ccc2c(c1)c(=O)c(C(=O)NCCc1ccccc1)cn2C,1%,2%&5%,37%[activator],0%,-5,?,-9
Cc1cc(N)n(-c2ccc(S(=O)(=O)N3CCCC3)cc2[N+](=O)[O-])n1,-60%,-1%,9%,5%,-2,?,16

# Whole records, quoted from the list.
# `CCN(CC)S(=O)(=O)c1ccc(NS(=O)(=O)c2ccc(F)cc2)cc1` is listed as Pf growth 96h: -13%; TbPYK inhibitor: 2%; AMA1 RON2 block: 0%; LmPK inhibitor: -1%; Cycloheximide cs: 13; Pf growth 48h: nt; Shiga toxin inh: 9
# `Cc1ccc(NCC(=O)N/N=C/c2cccc(Oc3ccccc3)c2)cc1` is listed as Pf growth 96h: ?; TbPYK inhibitor: 1%; AMA1 RON2 block: ?; LmPK inhibitor: -3%; Cycloheximide cs: 13; Pf growth 48h: -11%; Shiga toxin inh: 17

# (next part)
SMILES,Pf growth 96h,TbPYK inhibitor,AMA1 RON2 block,LmPK inhibitor,Cycloheximide cs,Pf growth 48h,Shiga toxin inh
COc1ccc(-c2ccc3c(c2)c(-c2cccs2)c(-c2cc(OC)cc(OC)c2)n3C)cc1,?,0%,-1%,nt,nt,2.6µM*,nt
O=C(O)CCC(=O)OCc1c(-c2ccccc2)ncc2ccccc12,?,-2%,-8%,nt,nt,-5%,nt
COC(=O)C1CCN(C(=O)COC(=O)c2cccc(NS(=O)(=O)c3ccccc3)c2)CC1,-13%,2%,-1%,nt,nt,?,nt
COc1cccc(-n2nnc3c(=O)n(Cc4ccccc4F)cnc32)c1,-13%,4%,7%,1%,-1,23%,-12
Cc1cc(Nc2nc(Cl)c(Cl)cc2Cl)n(-c2ccccc2)n1,-4%,17%,0%,2%,-3,4%,-12
O=C(CCN1C(=O)C2C3C=CC(C3)C2C1=O)Nc1ccccc1F (centres undefined),?,1%,8%,2%,-3,13%,-1
O=C(Cn1c(=O)[nH]c2ccccc2c1=O)N1CCN(c2cccc(Cl)c2)CC1,?,-20%,-1%,-10%,17,2%,-18
CC(C)(C)c1ccc(S(=O)(=O)N2CCc3nc4ccccc4c(C(=O)O)c3C2)cc1,-7%,3%,-6%,3%,-1,-20%,-8
Cc1csc(NC(=O)NC2(C(F)(F)F)Oc3ccccc3O2)n1,40%[activator],-3%,30%,2%,1,54%[activator],24
O=C(CN1CCc2ccccc2C1)N1CCN(S(=O)(=O)c2ccccc2)CC1,-19%,-7%,-3%,-2%,-1,-9%,-8
O=C(Cn1nnc(-c2ccccc2-n2cnnn2)n1)N1CCCCC1,nt,6%,0%,-9%,-3,3%,11
COc1ccc(NC(=O)c2ccc(-n3cnnn3)cc2)c([N+](=O)[O-])c1,?,13%,13%,-3%,7,20%,-5
O=C(c1cc([N+](=O)[O-])ccc1N1CCOCC1)N1CCOCC1,3%,1%,-8%,-8%,1,19%,-4
Cc1cc2cc(CN(CCN(C)C)C(=S)NCc3ccco3)c(=O)[nH]c2cc1C,?,-8%,-9%,-2%,4,?,-12
CCC(=NCCc1ccc(OC)c(OC)c1)c1ccccc1O,?,-3%,0%,-1%,-3,?,-8
NC(=O)[C@H]1CC2(CC(c3cccc(NC(=O)[C@H]4CCC(=O)N4)c3)=NO2)CN1C(=O)c1ccccc1 (some centres undefined),48%[activator],-10%,-21%,?,-3,29%,-11
C[C@H](NC(=O)c1nc[nH]c1C(=O)N[C@@H](C)C(=O)OCc1ccccc1)C(=O)OCc1ccccc1,7%,-4%,155%[activator],0%,-2,31%[activator],21
Cc1cc(NS(=O)(=O)c2ccc(NC(=O)COc3ccccc3C(C)C)cc2)no1,?,-2%,0%,5%,-3,-11%,-4
COc1cccc(-n2c(N)cc(=O)nc2SCC(=O)Nc2cc(C)on2)c1,?,-4%,13%,-5%,-4,-20%,13
COc1ccc(N2C(=O)C(Cc3ccccc3)NC2=S)cc1 (centres undefined),45%[activator],-1%,31%[activator],3%,-1,17%,43

# Molecules shown so far with a COOH group, in the order listed:
SMILES,Pf growth 96h,TbPYK inhibitor,AMA1 RON2 block,LmPK inhibitor,Cycloheximide cs,Pf growth 48h,Shiga toxin inh
O=C(O)CCC(=O)OCc1c(-c2ccccc2)ncc2ccccc12,?,-2%,-8%,nt,nt,-5%,nt
CC(C)(C)c1ccc(S(=O)(=O)N2CCc3nc4ccccc4c(C(=O)O)c3C2)cc1,-7%,3%,-6%,3%,-1,-20%,-8

# The list goes on:
SMILES,Pf growth 96h,TbPYK inhibitor,AMA1 RON2 block,LmPK inhibitor,Cycloheximide cs,Pf growth 48h,Shiga toxin inh
Cc1ccc(OCc2cc(C(=O)NCc3cn4ccccc4n3)no2)cc1C,?,1%,17%,-1%,20*,3%,37*
CCOc1cc(S(=O)(=O)N2CCN(S(=O)(=O)CC)CC2)c(OCC)cc1-n1cnnn1,3%,2%,3%,-1%,-3,-9%,-12
CCOC(=O)C(=CNc1nc2ccc(C(=O)OCC)cc2s1)C(=O)OCC,25%,-3%,-3%,0%,1,6%,3
O=C(CCC(=O)N(CC(=O)NC1CCCCC1)Cc1ccccc1)Nc1nccs1,8%,0%,8%,-5%,-8,?,-4
CS(=O)c1ccccc1O (centres undefined),0%,-3%,-1%,-3%,-1,27%,-4
Cc1ccsc1C(=O)OCC(=O)N1CC(=O)Nc2ccccc21,12%,-17%,0%,2%,8,?,14
COc1cc(OC)cc(OCC(O)Cn2ccnc2)c1 (centres undefined),?,-11%,1%,-8%,-2,1%,10
CCOC(=O)c1c(CSCc2ccccc2)oc2ccc(O)c(CN(C)C)c12,5.9µM*,-8%,-12%,4%,-4,5.9µM*,-14
O=C1c2ccccc2C(=O)N1CCOc1ccccc1Br,20%,-14%,17%,-2%,42*,21%,73*
O=C(c1cn(-c2ccc(Cl)c(Cl)c2)nn1)C1CC1,83%[activator],-1%,3%,-1%,37*,23%,51*
CCCn1c(N2CCN(C(=O)/C=C/C(=O)O)CC2)nc2ccccc21,163%[activator],0%,4%,1%,-4,?,-2
O=c1cc(COc2ccccc2[N+](=O)[O-])nc2sccn12,?,3%,-2%,-4%,10,-51%,23
CCc1nnc(NC(=O)C2CCCN(S(=O)(=O)c3ccc(OC)cc3)C2)s1 (centres undefined),34%[activator],2%,-23%,-5%,38*,34%[activator],72*
COCc1nnc(N)s1,nt,-2%,2%,0%,-2,13%,25
CCN1C(=O)N[C@@H](c2cccc(C(F)(F)F)c2)[C@H](C(=O)OC)[C@H]1C,nt,7%,4%,-2%[11.5 µM],nt,nt,nt
COc1ccc(CCNC(=O)CSc2ccc(-c3ccccc3)nn2)cc1OC,-5%,-7%,2%,2%,-2,-9%,-1
N#Cc1ccccc1CN1C(=O)NC(Cc2c[nH]c3ccccc23)C1=O (centres undefined),-15%,2%,5%,-2%,1,?,-3
O=C(Nc1ccc(Cl)c(C(F)(F)F)c1)c1ccco1,0%,0%,-12%,2%,13*,34%[activator],25
COc1ccc(S(=O)(=O)N2CCOC2CNC(=O)C(=O)NCc2ccccc2Cl)cc1 (centres undefined),?,-7%,-11%,0%,-3,-29%,2
CCc1ccc(C(C(=O)NCc2ccc(F)cc2)N(C(=O)c2csnn2)C2CC2)cc1 (centres undefined),15%,0%,-2%,3%,7,?,-11
O=C(NCc1ccccc1)C(c1ccc(O)cc1)N(C(=O)c1cnccn1)c1ccccc1 (centres undefined),-46%,4%,2%,-4%,-3,-4%,-7
Cc1ccnc(Nc2nc(-c3ccc(O)cc3O)cs2)c1,-60%,1%,65%[activator],5%,25*,66%[activator],22*
COc1cc(CCC(=O)OCC(=O)N2CCc3ccccc32)cc(OC)c1OC,4%,-6%,6%,-1%,-2,-12%,-4
COc1ccc(N2C(=O)NC(=O)/C(=C\c3cn(C)c4ccccc34)C2=O)cc1,-20%,1%,-12%,8%,-2,7%,-9
O=C(Nc1cccc(O)c1)c1ccc(S(=O)(=O)N2CCCCCC2)cc1,?,1%,-9%,6%,18*,?,52*
CCOc1ccc(C2C(C(=O)c3ccc(C)o3)=C(O)C(=O)N2CCN2CCOCC2)cc1OC (centres undefined),15%,11%,20%,3%,-10,-6%,-7
CCC(=O)NCC(c1cccs1)N1CCOCC1 (centres undefined),?,-5%,-6%,-2%,-4,2%,-14
COc1ccc(OC)c(S(=O)(=O)N2CCC(C(=O)NCCc3ccc(OC)c(OC)c3)CC2)c1,23%,-9%,41%[activator],-3%,-2,-17%,-9
O=C1CCCN2N=C(SCC(=O)Nc3cccc(Cl)c3)SC2=N1,82%[activator],9%,2%,11%,2,?,-5
CCc1ccc(CNCCc2c[nH]c3ccccc23)cc1,7.4µM*,8%,?,0%,-3,3%,14
O=C(NCc1ccncc1)c1cccc(S(=O)(=O)NCc2ccccc2)c1,19%,3%,123%[activator],1%,1,6%,12
Cc1oc(C(C)(C)C)cc1C(=O)Nc1cccc(/C=C/C(=O)O)c1,3%,-5%,15%,5%,3,2%,54
